Compound activity: PubChem, National Center for Advancing Translational Sciences (NCATS)
Giardia killer: Giardia lamblia killing; actives 0.15% (n = 340,000); Giardia lamblia trophozoite viability; AID 540267; activity change, % at 7.66 µM, hits read low; in the data active = activity change below about -80%; inconclusive = between about -30% and that limit;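 note: parasites exposed to compound for two days anaerobically before the ATP read; % is set by controls: 0 for no effect and ±100 for the full control effect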
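Giardia lamblia trophozoites (100 cells/well) were incubated with compounds for 48 h at 37 deg C under anaerobic conditions. Viability was read as ATP content by one-step luminescence after 15-30 min at room temperature.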
ELG1 genotoxic: induces genotoxicity in HEK293T cells with luciferase-tagged ELG1; HEK293T ELG1-luciferase reporter, luminescence, 16 h; actives 1.3% (n = 330,000); Potency, µM (highest dose often 46 µM), inactives show top-dose activity change, positive = activation, actives largely listed as activators; note: potency is the fitted concentration of half-maximal effect; % of control where 0% means no effect; nearly all actives have a fitted effect of over 60% in size
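Genotoxic stress is detected as increased luminescence from luciferase-tagged ELG1 in HEK293T cells, measured with ONE-Glo after a 16 hr treatment at 37 °C.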
Rab9 promoter act: activators of Rab9 promoter. Potency, µM (titrated, usually from 9.22 µM), inactives show top-dose activation, negative = inhibition, actives largely listed as activators. actives 2.8% (n = 320,000). AID 485297. Huh7 Rab9 promoter-luciferase reporter, luminescence, 24 h; note: potency is the fitted concentration of half-maximal effect; % of control where 0% means no effect; nearly all actives have a fitted effect of over 60% in size
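Measured in stably transfected Huh7 cells bearing a Rab9 promoter–luciferase construct: 24 h compound treatment at 37 °C, followed by luminescence detection.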
PKM2 act: activators of human pyruvate kinase M2. P14618. Potency, µM (top dose mostly 57.5 µM), without a hit: at the highest dose activation, most hits filed as activators. AID 1631. purified PKM2, Kinase-Glo ATP luminescence, activation; response scale: 0% is enzyme alone, no compound. actives 0.34% (n = 260,000); note: potency is the fitted concentration of half-maximal effect; % is set by controls: 0 for no effect and ±100 for the full control effect; nearly all actives have a fitted effect of over 55% in size
Target sequence (P14618 whole entry, looked up): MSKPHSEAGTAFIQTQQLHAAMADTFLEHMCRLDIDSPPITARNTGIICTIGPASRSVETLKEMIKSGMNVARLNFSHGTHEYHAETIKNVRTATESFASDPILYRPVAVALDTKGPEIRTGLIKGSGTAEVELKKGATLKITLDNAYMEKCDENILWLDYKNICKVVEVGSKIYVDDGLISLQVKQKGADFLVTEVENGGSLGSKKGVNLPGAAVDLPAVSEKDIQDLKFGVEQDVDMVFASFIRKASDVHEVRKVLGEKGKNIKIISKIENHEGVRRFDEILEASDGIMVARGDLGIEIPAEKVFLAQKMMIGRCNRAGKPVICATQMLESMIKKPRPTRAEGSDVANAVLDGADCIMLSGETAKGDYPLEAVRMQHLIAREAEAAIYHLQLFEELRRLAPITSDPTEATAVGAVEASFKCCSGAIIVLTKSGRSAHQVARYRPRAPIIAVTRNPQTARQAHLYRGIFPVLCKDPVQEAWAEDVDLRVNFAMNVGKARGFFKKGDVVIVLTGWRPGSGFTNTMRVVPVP
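ATP formation by purified human PK-M2, quantified via coupled luciferase luminescence after 1 h at room temperature with 0.1 mM ADP and 0.5 mM PEP final.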
Menin MLL FP TR: inhibitors of human menin-MLL interaction, mutant MLL peptide; O00255; actives 0.23% (n = 270,000); Potency, µM (highest dose often 61.6 µM), without a hit: at the highest dose FP activity change, negative = inhibition, actives largely listed as inhibitors; AID 1768; Menin + Texas Red MLL mutant peptide, fluorescence polarization; active = well fitted inhibition curve with a large enough effect in the polarisation, with a control signal flat, not every such curve was filed as active; inconclusive = small, poorly fitted or top-dose-only effect, or effect the other way, or a change in a side signal; inactive = no such curve, though single readings can be large or run the other way; the % refers to the polarisation; note: potency is the fitted concentration of half-maximal effect; % of control where 0% means no effect; many of its hits are not listed in these tables
RORg inh: blocks mouse ROR gamma transcriptional activity; Drosophila S2 Gal4-RORgamma UAS-luciferase reporter, 20 h; Potency, µM (top dose mostly 53.6 µM), inactives show at the top dose activity change, negative = inhibition, hits mostly inhibitors; AID 2551; actives 5.4% (n = 310,000); P51450; note: potency is the fitted concentration of half-maximal effect; % is set by controls: 0 for no effect and ±100 for the full control effect; nearly all actives have a fitted effect of over 60% in size
Target sequence (P51450 whole entry, looked up, the tested form may be a part): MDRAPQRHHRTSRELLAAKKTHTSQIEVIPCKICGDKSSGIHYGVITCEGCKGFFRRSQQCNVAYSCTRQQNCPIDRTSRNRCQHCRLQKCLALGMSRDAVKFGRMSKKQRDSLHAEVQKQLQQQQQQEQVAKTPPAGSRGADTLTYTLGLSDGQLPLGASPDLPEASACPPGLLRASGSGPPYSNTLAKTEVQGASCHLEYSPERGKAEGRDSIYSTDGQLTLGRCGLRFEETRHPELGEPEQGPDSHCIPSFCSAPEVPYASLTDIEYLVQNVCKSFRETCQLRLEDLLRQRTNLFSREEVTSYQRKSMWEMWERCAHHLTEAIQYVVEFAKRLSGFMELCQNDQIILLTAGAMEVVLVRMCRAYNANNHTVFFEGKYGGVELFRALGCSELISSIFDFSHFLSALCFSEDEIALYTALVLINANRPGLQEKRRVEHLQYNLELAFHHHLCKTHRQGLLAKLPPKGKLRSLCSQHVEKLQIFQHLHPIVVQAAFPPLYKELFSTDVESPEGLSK
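Luminescence from a UAS-regulated Photinus luciferase reporter in stably transfected Drosophila Schneider cells is measured; decreased signal marks ROR gamma inhibition. Fusion expression is induced by 700 uM copper sulfate for 20 hr.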
p53 reactivator: restores transcriptional activity of mutant p53 | actives 0.063% (n = 320,000) | Potency, µM (highest dose often 92.2 µM), inactives show at the top dose activity change, positive = activation, actives largely listed as activators | AID 504706 | H1299 p53-A138V BP100-luciferase reporter, luminescence, 24 h; note: potency is the fitted concentration of half-maximal effect; % of control where 0% means no effect; nearly all actives have a fitted effect of over 45% in size
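H1299 (p53-null), stable ts p53-A138V + BP100-Luc; 1000 cells/well, Opti-MEM/10% FBS; cpd 4 pt, 1:5; 24 h, 37 deg C, 5% CO2; detection reagent 10 min RT; luminescence.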
BRCA1 expr up: BRCA1 expression activation; actives 1.1% (n = 380,000); Potency, µM (series often up to 46.1 µM), without a hit: at the highest dose activation, usual class: activators; MCF7-BRCA1-FFLuc reporter, luminescence, 48 h; response scale: scaled: vehicle 0%, 10 µM genistein 100%; note: potency is the fitted concentration of half-maximal effect; nearly all actives have a fitted effect of over 80% in size; some results filed as inactive show a strong effect at the top dose
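Luminescence from a BRCA1-driven firefly luciferase in MCF7 cells was the read-out, taken 15 min after substrate addition following 48 h compound exposure at 37 °C. Data were normalized to a 10 microM genistein control and DMSO vehicle.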
FLuc counter: inhibits or activates purified firefly luciferase, miR-21 counter-screen; P08659; Potency, µM (doses to about 57.5 µM), inactives show at the top dose activity change, negative = inhibition, most hits filed as inhibitors; purified FLuc, Km substrates, luminescence inhibition; actives 6.9% (n = 360,000); AID 588342;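 note: potency is the fitted concentration of half-maximal effect; plate controls were vehicle for no effect and reference inhibitor for full effect; nearly all actives have a fitted effect of over 55% in size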
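Purified P. pyralis luciferase (10nM final) with 10uM D-luciferin and 10uM ATP (Km levels) in 50mM Tris acetate pH 7.5, 10mM Mg acetate, 0.01% Tween-20, 0.05% BSA; qHTS 6-point titration, ~60 µM downward; luminescence read.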
NPC1 prom act: activators of NPC1 promoter; Huh7 NPC1 promoter luciferase reporter, 24 h; Potency, µM (series often up to 9.22 µM), for the others: at the top dose activation, actives largely listed as activators; actives 2.4% (n = 320,000);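 note: potency is the fitted concentration of half-maximal effect; % of control where 0% means no effect; nearly all actives have a fitted effect of over 60% in size; reporter is driven by a mutant NPC1 promoter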
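Compounds in DMSO were transferred onto Huh7 NPC1-luciferase reporter cells pre-incubated 2 h; after 24 h at 37 °C, Amplite reagent was dispensed and luminescence recorded 10 min later.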
Gal4-VP16 FLuc: inhibits Gal4-VP16 luciferase reporter, ROR gamma counter-screen | Potency, µM (titrated, usually from 53.6 µM), inactives show at the highest dose activity, negative = inhibition, actives largely listed as inhibitors | AID 2546 | actives 3.5% (n = 310,000) | Drosophila S2 Gal4-VP16 UAS-luciferase, luminescence, 20 h;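 note: Gal4-VP16 expression switched on by copper sulfate through the metallothionein promoter; potency is the fitted concentration of half-maximal effect; % is set by controls: 0 for no effect and ±100 for the full control effect; nearly all actives have a fitted effect of over 50% in size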
Active calls of the source: *; ? = inconclusive; nt = not tested or not shown; & = joins results of further samples. Unless noted, calls come from the whole dose curve; as a rule, active = well fitted curve in the direction sought with a large enough effect; inconclusive = small, poorly fitted or top-dose-only effect, or another doubt; inactive = no such curve, though single readings can be large; an effect the other way counts as inactive or inconclusive.

Value order – Giardia killer	ELG1 genotoxic	Rab9 promoter act	PKM2 act	Menin MLL FP TR	RORg inh	p53 reactivator	BRCA1 expr up	FLuc counter	NPC1 prom act	Gal4-VP16 FLuc
1: CC#CC(=O)N1CCC(CO)(CCc2ccccc2)CC1
    9.1	3.6%	16.4%	0.3%	-0.2%	42.0%	3.0%	4.1%	?	-0.7%	24.1%
2: C=CCOC(=O)c1cc(-c2ccc(/C=C3\C(=O)NC(=O)C(C#N)=C3C)o2)ccc1Cl
    6.5	14.1%	12.9%	3.3%	?	25.3%	8.2%	24.7%	?	2.4%	-3.5%
3: COc1ccc(N=Nc2c(N)n[nH]c2N)cc1
    -6.0	11.1%	?	8.0%	nt	4.1%	6.5%	?	?	29.3%	22.8%
4: O=C(CC(c1ccccc1)c1ccccc1O)NCc1ccccc1Cl (configuration not stated)
    -10.3	-5.5%	-4.0%	0.1%	22.4%	?	7.0%	-58.9%	3.0%	-1.8%	-1.1%
5: CCOC(=O)/C=C/C(=O)OCC(=O)Nc1c(Cl)cccc1Cl
    -3.6	1.3%	-4.0%	18.9%	-10.8%	-16.5%	-0.7%	12.6%	2.2%	-8.3%	2.3%
6: COC(C(=O)Nc1cc([N+](=O)[O-])ccc1C)c1ccccc1 (configuration not stated)
    -17.9	0.7%	8.8%	-14.2%	-10.8%	2.0%	9.2%	-17.1%	-0.7%	-0.6%	-11.6%
7: O=c1oc2ccc([N+](=O)[O-])cc2c(N2CCOCC2)c1[N+](=O)[O-]
    nt	-1.3%	-1.5%	-1.4%	2.9%	-10.9%	-6.8%	nt	?	-7.8%	-2.7%
8: O=C1OC(Cc2ccncc2)C(O)=C1C1=NCCCN1 (configuration not stated)
    -4.9	3.7%	-5.8%	-1.6%	-7.5%	11.4%	-4.2%	2.8%	-2.1%	-5.3%	-5.4%
9: CCOC(=O)CCc1c(C)c2ccc(OCC(=O)N(CC)CC)c(C)c2oc1=O
    9.4	-10.7%	-4.1%	1.1%	-14.6%	?	-17.4%	3.2%	0.6%	-1.9%	?
10: O=C(c1c(O)cc(O)cc1O)C1c2c(cc(O)c3c2O[C@H](c2ccc(O)cc2)[C@@H](O)C3)OC1c1ccc(O)cc1 (some centres not stated)
    6.9	5.2%	0.9%	nt	nt	nt	2.9%	-3.5%	-17.4%	-2.8%	nt
11: O=[N+]([O-])c1ncccc1OCc1ccccc1Br
    -18.5	13.6%	-2.5%	0.5%	-0.6%	-14.1%	2.9%	20.3%	-2.2%	-0.5%	-4.6%
12: O=C(COC(=O)c1cc(=O)[nH]c2ccccc12)c1ccc(Br)cc1
    -17.5	11.4%	-5.9%	3.5%	nt	3.7%	6.7%	-2.1%	?	13.9%	?
13: Cc1ccc(C)c(C(=O)N(Cc2nc(-c3ccc(Cl)cc3)no2)C(C)C)c1
    1.8	-7.6%	-7.4%	-5.2%	-0.1%	-9.7%	-5.3%	-29.9%	0.3%	1.3%	-28.8%
14: CCOc1ccccc1NC(=O)CC1Nc2ccccc2NC1=O (configuration not stated)
    -1.4	-3.0%	9.7%	6.9%	-13.5%	13.8%	13.9%	-66.6%	-3.3%	5.1%	-7.4%
15: COc1ccc(/C=C/c2nnc(NC(=O)CSc3ccc(Cl)cc3)s2)cc1
    6.4	?	?	-11.5%	?	-39.5%	2.9%	71.9%	-0.1%	?	-16.4%
16: Cc1[nH]c(=O)[nH]c(=O)c1/C=N/NC(=O)CCCCCNC(=O)OC(C)(C)C
    4.3	-1.7%	16.3%	0.0%	nt	-6.3%	-0.4%	26.3%	?	10.7%	-4.5%
17: CSCC[C@H](NC(=O)[C@H](Cc1ccccc1)n1c(=O)[nH]c2ccccc2c1=O)C(=O)N[C@@H](Cc1ccccc1)C(=O)O
    -8.1	0.5%	-0.8%	1.7%	8.2%	10.8%	6.9%	-6.0%	2.8%	-4.2%	-8.0%
18: Cc1cc(CNC(=O)C(C)Cc2ccccc2)nn1C (configuration not stated)
    -4.2	1.2%	-4.7%	-2.3%&-5.6%	-10.8%&5.8%	-20.1%&3.7%	5.4%	14.2%	-2.5%	-0.9%	3.6%&-8.6%
19: Cc1onc(-c2c(F)cccc2Cl)c1C(=O)NC(=S)Nc1c(C)n(C)n(-c2ccccc2)c1=O
    -15.8	5.5%	-4.4%	-0.4%	-12.0%	-39.8%	5.3%	-10.9%	0.4%	1.5%	29.6%
20: Cc1nnc(NC(=O)CSc2ncnc3c2cnn3-c2ccccc2C)s1
    -15.4	?	0.1%	-1.4%	?	?	1.1%	5.7%	-2.0%	-0.4%	-3.1%
21: Cc1cc(=O)oc2cc(OCC(=O)NC3CCN(Cc4ccccc4)CC3)c(Cl)cc12
    -2.5	-2.8%	-0.9%	nt	nt	-11.5%	9.6%	-6.6%	0.7%	-3.9%	-11.2%
22: COc1ccc(S(=O)(=O)c2ccccc2)cc1NS(=O)(=O)c1cccc(C(=O)O)c1
    3.0	0.8%	-2.3%	nt	nt	nt	18.6%	7.8%	1.5%	1.9%	nt
23: CN1CCC(=O)N([C@H](CN=[N+]=[N-])c2ccccc2)CC1
    1.9	-3.3%	-2.7%	-17.1%	-9.2%	-7.5%	17.2%	15.3%	-8.7%	5.8%	?
24: Cc1ccc(CC2CC(=O)N(Cc3ccco3)C2=O)cc1 (configuration not stated)
    11.7	-0.1%	5.5%	?	-6.6%	-0.1%	-4.3%	0.3%	4.1%	1.5%	-6.6%
25: CCOc1cc(C#N)ccc1OCC(=O)NNC(=O)CC1CCS(=O)(=O)C1 (configuration not stated)
    -21.9	1.1%	-6.0%	nt	nt	nt	-4.2%	-12.1%	3.4%	0.2%	nt
26: O=C(C[n+]1ccccc1)N/N=C/c1ccccc1F
    3.3	4.7%	0.5%	-4.0%	-18.2%	-3.3%	6.7%	-13.9%	-0.1%	0.8%	-5.4%
27: CCOc1ncccc1C(=O)OCC(=O)NC(=O)c1ccccc1
    -6.3	1.2%	1.0%	nt	nt	nt	6.9%	-0.7%	-1.1%	-0.5%	nt
28: CCOC(=O)c1c(C)[nH]c(C)c1C(=O)COC(=O)[C@@H](NC(=O)c1ccccc1OCC)C(C)C
    -17.6	-6.3%	1.4%	-0.8%	-0.9%	13.3%	-3.6%	-47.2%	-14.9%	1.7%	-3.3%
29: COc1ccc(CN2CCSCC2)cc1O
    -1.6	0.3%	-2.0%	0.7%	0.0%	1.5%	0.9%	10.2%	0.9%	-7.2%	-1.0%
30: O=C(NC(Cc1ccccc1)C(=O)O)C1CCN(S(=O)(=O)c2cccc(C(F)(F)F)c2)CC1 (configuration not stated)
    7.6	0.1%	-0.5%	nt	2.2%	-1.7%	-1.7%	-8.8%	1.6%	-7.6%	-0.8%
31: Cc1ccc(C)c(NC(=O)c2ncn[nH]2)c1
    3.6	2.0%	-0.5%	-0.5%	-1.5%	7.5%	3.8%	4.0%	0.6%	-0.3%	12.7%
32: COCc1[nH][nH]c(=O)c1C=Nc1ccc(Cl)cc1
    -5.7	?	-0.7%	0.4%	-3.8%	1.7%	-0.1%	0.5%	-0.9%	-1.7%	-5.5%
33: O=C(O/N=C/c1ccc2c(c1)OCO2)c1ccc([N+](=O)[O-])cc1
    11.4	0.8%	1.6%	1.1%	3.3%	-0.2%	3.5%	0.1%	-1.2%	-5.6%	5.6%
34: O=c1c(-c2ccc(Oc3ccccc3)cc2)[n+]([O-])c2ccccc2n1OCc1ccccn1
    2.1	1.8%	-6.6%	-14.7%	-1.3%	-16.0%	1.8%	24.8%	-5.2%	0.8%	-5.1%
35: CN(CC(=O)NC1CCCCCC1)S(=O)(=O)c1ccc(F)cc1
    -6.5	4.8%	0.1%	nt	nt	7.2%	2.0%	14.7%	4.0%	1.9%	10.2%
36: CCc1[nH]nc2c1C1(CCN(C(=O)OCc3ccccc3)CC1)C(C#N)=C(N)O2
    -15.8	-0.3%	3.7%	-9.3%	-6.8%	-3.2%	5.7%	3.9%	-8.8%	8.9%	1.7%

Some of the compounds tested; count on the stated rates, not on these rows.
